# Bioassay records from PubChem.
# CCR6 antag = CCR6 receptor antagonists, primary screen, cell-based, CHO-K1, luminescence, beta-arrestin, uHTS; C-C chemokine receptor type 6 (Homo sapiens), P51684; CHO-K1 CCR6 PathHunter beta-arrestin, CCL20-stimulated; inhibition, % at 20 µM; 340,000 tested, 0.49% active;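 active = compounds whose inhibition of the agonist-driven luminescence signal at 20 µM reaches about 50%, limit read from the data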;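 also: cells stimulated with CCL20 at 14 nM final; plate controls were DMSO with CCL20 for no effect and DMSO without agonist for full effect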
# Target sequence (P51684 whole entry, looked up): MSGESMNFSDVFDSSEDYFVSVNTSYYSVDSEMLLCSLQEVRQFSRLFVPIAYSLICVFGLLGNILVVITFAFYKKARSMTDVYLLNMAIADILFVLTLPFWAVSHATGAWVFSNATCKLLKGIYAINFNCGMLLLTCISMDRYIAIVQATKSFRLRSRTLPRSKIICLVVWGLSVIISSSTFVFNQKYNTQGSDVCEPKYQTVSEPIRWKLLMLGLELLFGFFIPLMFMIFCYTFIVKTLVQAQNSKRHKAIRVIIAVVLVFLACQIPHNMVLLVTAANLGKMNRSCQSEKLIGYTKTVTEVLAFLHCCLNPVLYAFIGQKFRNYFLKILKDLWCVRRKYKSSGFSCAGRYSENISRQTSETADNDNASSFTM
# Apaf1 inhib = inhibitors of human Apaf-1 apoptosome, primary screen, biochemical, DEVD-Rh110 fluorescence, uHTS | reconstituted apoptosome caspase-3 activity | inhibition, % at 20 µM | 330,000 tested, 0.71% active; active = inhibition of at least 40% at 20 µM;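 also: plate controls were DMSO wells for no effect and DEVD-CHO caspase inhibitor wells for full effect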
#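 Assay system – apoptosome proteins · Medium – Hepes buffer, pH 7.5 · Also added – cytochrome c with DEVD-Rh110 · Timing – 30 min compound preincubation, 50 min activation, room temperature · Detection – Rh110 fluorescence, excitation 480 nm, emission 540 nm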
# Jurkat NFkB inh = inhibitors of induced NF-kB luciferase reporter, primary screen, TCR NF-kB activation inhibitor project, cell-based, luminescence, uHTS; inhibition, % at 4 µM; Jurkat, PMA/ionomycin-induced NF-kB luciferase reporter; 330,000 tested, 0.53% active; AID 435003, 2010
# 697 NFkB inh = inhibitors of PMA/ionomycin-induced NF-kB reporter, 697 cells, primary screen, B-cell NF-kB inhibitor project, cell-based, luminescence, uHTS; 697 B-cell NF-kB luciferase reporter, 16 h; inhibition, % at 4 µM; 330,000 tested, 0.33% active; AID 435022, 2010; in the data active = inhibition above about 35%
# EBI2 block = EBI2 receptor antagonists, beta-arrestin recruitment, primary screen, cell-based, luminescence, 7a,25-OHC stimulation, uHTS. inhibition, % at 5 µM. G-protein coupled receptor 183 (Homo sapiens), P32249. 360,000 tested, 0.81% active. 7a,25-OHC stimulated; in the data active = inhibition above about 38%;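 also: enzyme fragment complementation signal reports receptor beta-arrestin coupling in cells; 0% = agonist plus DMSO wells and 100% = wells without agonist; some results beyond the cut were filed as inactive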
# Gli-Sufu antag = Gli-Sufu pathway antagonists, primary screen, luciferase luminescence, Sufu-KO-LIGHT cells, uHTS. Sufu-KO-LIGHT fibroblasts, Gli luciferase reporter luminescence. inhibition, % at 5 µM. 340,000 tested, 0.74% active. AID 588413, 2011;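 active = inhibition above about 55%, limit read from the data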;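 also: 0% = DMSO-treated cells and 100% = wells with medium but no cells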
# UBC13 polyUb = UBC13 polyubiquitin chain formation inhibitors, primary screen, biochemical, TR-FRET, uHTS; AID 485273, 2010; 330,000 tested, 0.47% active; inhibition, % at 20 µM; in the data active = inhibition above about 45%, passing the limit was not always enough
# Target sequence (P61088 whole entry, looked up): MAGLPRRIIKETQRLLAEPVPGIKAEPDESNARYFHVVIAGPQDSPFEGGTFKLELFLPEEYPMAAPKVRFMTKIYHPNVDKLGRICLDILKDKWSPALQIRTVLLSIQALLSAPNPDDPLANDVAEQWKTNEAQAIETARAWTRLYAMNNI
# SENP8 block = SENP8 protease inhibitors, primary screen, biochemical, luminescence. Sentrin-specific protease 8 (Homo sapiens), Q96LD8. purified SENP8, Z-RLRGG-aminoluciferin cleavage. inhibition, % at 10 µM. 330,000 tested, 1.2% active. AID 2540, 2010
# * marks the source's active call; other numbers are inactive results; · = not tested or not shown; & = joins results of further samples. Rule as the data show it, unless noted: active = inhibition above about 50%; inactive = the rest.
# Values run as follows: CCR6 antag	Apaf1 inhib	Jurkat NFkB inh	697 NFkB inh	EBI2 block	Gli-Sufu antag	UBC13 polyUb	SENP8 block
- CN1CCN(c2ccccc2NC(=O)c2ccc3c(c2)OCCO3)CC1
 : 9	-2	22	2	5	-7	3	4
- CCCN(CCC)CCNC(=O)C(NS(=O)(=O)c1ccc2c(c1)CCC(=O)N2)c1ccccc1 (stereo not drawn)
 : -10	-20	-4	4	-10	3	21	14
- CCCOC(=O)c1c(NC(=O)CCC(=O)O)sc2c1CCCCC2
 : 7	4	-14	11	-7	-8	-1	-1
- Cc1sc(NC(=O)COc2ccccc2)c(C#N)c1C
 : 12	-1	-19	-17	8	-40	7	-3
- Oc1ccccc1C1=NOC(O)(C(F)F)C1 (stereo not drawn)
 : -3	9	11	-10	0	8	-6	3
- Nc1cc(Br)c(N)c(Br)c1
 : 4	5	-16	-2	-16	13	1	4
- Cc1ccc(CN2CCCC(CO)(Cc3ccccc3C)C2)s1 (stereo not drawn)
 : 14	15	8	3	3	18	2	-12
- O=C(CS(=O)(=O)Cc1ccccc1)NCc1ccc2c(c1)OCO2
 : 52*	-1	-2	17	-5	-10	3	-3
- Nc1cc(C(F)(F)F)ccc1-n1cccc1
 : 7	-2	-11	9	3	-1	10	-9
- Cc1nc(-c2cccc(NC(=O)C(C)Oc3ccccc3)c2)cs1 (stereo not drawn)
 : 15	21	-11	17	3	-10	4	-2
- Fc1ccc(CSc2nncn2NC/C=C/c2ccccc2)cc1
 : 13	8	7	12	3	24	1	3
- Cc1ccc(S(=O)(=O)N2CCN(C(=O)c3ccc(-n4cncn4)c([N+](=O)[O-])c3)CC2)cc1C
 : -9	8	8	-29	8	7	-11	-1
- CC1CCCN(CCCNC(=O)C2CC(=O)N(c3ccc(F)c(Cl)c3)C2)C1 (stereo not drawn)
 : 0	-6	-6	-12	-3	-7	3	0
- COc1ccccc1N(CC(=O)N1CCN(c2ccc(F)cc2)CC1)S(=O)(=O)c1ccc(C)cc1
 : 12	15	-3	8	2	3	-2	-6
- O=C(NCc1cccnc1)Nc1cccc(Cl)c1Cl
 : -2	4	7	1	9	-26	-1	-9
- O=C1CN(C(=O)COc2ccc(Br)cc2Br)c2ccccc2N1
 : 10	19	5	5	-1	4	10	-6
- O=C(c1ccc2nc(Cc3cccc(Cl)c3)oc2c1)N1CCC(CO)CC1
 : 6	4	1	6	2	-5	-5	0
- Cn1nc(-c2ccccc2)c(C(=O)Nc2ccc(Cl)cc2)c1Cl
 : 4	9	0	-31	-5	5	-12	-6
- CCOCCCn1c(=S)[nH]c2cc(C(=O)N3CCN(C)CC3)ccc2c1=O
 : 5	0	-7	-3	-4	3	5	7
- COc1ccc(OCCOC(=O)c2[nH]c(C)c(C(C)=O)c2C)cc1
 : 2	13	8	-31	3	-22	-2	-11
- Cc1ccc2nc(-c3ccccn3)[nH]c2c1
 : 7	-10	-81	-175	-2	-37	-12	83*
- O=C1NCC(O)=C1C=NC12CC3CC(CC(C3)C1)C2
 : 6&10	-31&-4	-2&16	21&23	-10&-11	5&-1	1&5	-5&-7
- CCOC(=O)Cc1nc2ccccc2o1
 : ·	-3	7	8	·	·	-6	2
- Cc1c(NC(=O)CN2C(=O)C(=O)N(Cc3ccccc3)C2=O)c(=O)n(-c2ccccc2)n1C
 : 6	-2	-4	6	1	6	1	-7
- O=[N+]([O-])c1cccc(S(=O)(=O)NCc2ccccn2)c1
 : -7	10	-14	-19	1	2	-13	-9
- CC(C)OCCCNC(=O)C(C)Oc1ccccc1 (stereo not drawn)
 : 10	-20	-5	24	-2	5	11	2
- COc1cc(CNn2nnnc2N)ccc1OCC(=O)NC(C)(C)C
 : 4	-6	6	0	-5	-4	-4	3
- Cc1nc2sc(C(=O)Nc3ccccc3)c(N)c2c(C)c1[N+](=O)[O-]
 : 4	-10	-124	-140	4	-121	-6	-1
- O=C(OCC(=O)N1CCN(c2ccc(F)cc2)CC1)c1cnc2ccccc2n1
 : -1	5	6	5	-12	-2	0	-2
- COc1ccc(C(=O)NC(Oc2ccccc2)C(Cl)(Cl)Cl)cc1 (stereo not drawn)
 : 17	10	-9	5	-5	-15	5	-4
- CCOP(=O)(c1ccc(N(C)C)cc1)C(O)c1c(Cl)cccc1Cl (stereo not drawn)
 : 1	1	2	11	-6	3	2	1
- CC(=O)Nc1ccc(/C=C/C(=O)c2ccccc2)cc1
 : ·	6	-59	-41	·	·	-4	-17
- CN(Cc1ccccc1)C(=O)c1ccccc1NC(=O)c1ccccc1
 : 11	-11	1	13	2	-6	3	-1

# Laid out differently: results already given.
canonical_smiles	CCR6 antag	Apaf1 inhib	Jurkat NFkB inh	697 NFkB inh	EBI2 block	Gli-Sufu antag	UBC13 polyUb	SENP8 block
O=C1CN(C(=O)COc2ccc(Br)cc2Br)c2ccccc2N1	10	19	5	5	-1	4	10	-6
O=C(c1ccc2nc(Cc3cccc(Cl)c3)oc2c1)N1CCC(CO)CC1	6	4	1	6	2	-5	-5	0
Cn1nc(-c2ccccc2)c(C(=O)Nc2ccc(Cl)cc2)c1Cl	4	9	0	-31	-5	5	-12	-6
CCOCCCn1c(=S)[nH]c2cc(C(=O)N3CCN(C)CC3)ccc2c1=O	5	0	-7	-3	-4	3	5	7
COc1ccc(OCCOC(=O)c2[nH]c(C)c(C(C)=O)c2C)cc1	2	13	8	-31	3	-22	-2	-11
Cc1ccc2nc(-c3ccccn3)[nH]c2c1	7	-10	-81	-175	-2	-37	-12	83*
O=C1NCC(O)=C1C=NC12CC3CC(CC(C3)C1)C2	6&10	-31&-4	-2&16	21&23	-10&-11	5&-1	1&5	-5&-7
CCOC(=O)Cc1nc2ccccc2o1	·	-3	7	8	·	·	-6	2
Cc1c(NC(=O)CN2C(=O)C(=O)N(Cc3ccccc3)C2=O)c(=O)n(-c2ccccc2)n1C	6	-2	-4	6	1	6	1	-7
O=[N+]([O-])c1cccc(S(=O)(=O)NCc2ccccn2)c1	-7	10	-14	-19	1	2	-13	-9
CC(C)OCCCNC(=O)C(C)Oc1ccccc1 (stereo not drawn)	10	-20	-5	24	-2	5	11	2
COc1cc(CNn2nnnc2N)ccc1OCC(=O)NC(C)(C)C	4	-6	6	0	-5	-4	-4	3
Cc1nc2sc(C(=O)Nc3ccccc3)c(N)c2c(C)c1[N+](=O)[O-]	4	-10	-124	-140	4	-121	-6	-1
O=C(OCC(=O)N1CCN(c2ccc(F)cc2)CC1)c1cnc2ccccc2n1	-1	5	6	5	-12	-2	0	-2
COc1ccc(C(=O)NC(Oc2ccccc2)C(Cl)(Cl)Cl)cc1 (stereo not drawn)	17	10	-9	5	-5	-15	5	-4
CCOP(=O)(c1ccc(N(C)C)cc1)C(O)c1c(Cl)cccc1Cl (stereo not drawn)	1	1	2	11	-6	3	2	1
CC(=O)Nc1ccc(/C=C/C(=O)c2ccccc2)cc1	·	6	-59	-41	·	·	-4	-17

# The list is partial; count on the stated rates, not on these rows.
